PAFAH2 FP inh: PAFAH2 enzyme inhibitors, primary screen, biochemical, fluorescence polarization, human; recombinant PAFAH2, FP-rhodamine activity probe; actives 0.99% (n = 340,000); Platelet-activating factor acetylhydrolase 2, cytoplasmic (Homo sapiens), Q99487; inhibition, % at 3.39 µM;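 active = inhibition above the mean over all tested compounds plus 3 SD, cut at about 30% in these data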;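 also: inhibitors block probe labeling of enzyme so polarization drops; 0% = enzyme with DMSO and 100% = wells lacking PAFAH2 protein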
Active calls of the source: *. Some of the compounds tested. The share of hits here may be higher or lower than overall.

SMILES	PAFAH2 FP inh
CC(C)Nc1ncnc2[nH]ncc12	-3.0
CCN(C(=O)COC(=O)c1nc(Cl)ccc1Cl)c1c(N)n(Cc2ccccc2)c(=O)[nH]c1=O	-2.4
CC(C)CSc1nc2c(c(=O)[nH]c(=O)n2C)n1CC(O)COc1cccc2ccccc12 (stereo unspecified)	-1.6
Cc1ccc2cc(CN(CCc3ccccc3)C(=S)NCCCN(C)C)c(=O)[nH]c2c1	3.1
Cc1ccc(NC2CNC(=O)NC2=O)cc1C (stereo unspecified)	0.8
OCC1OC(c2ccccc2)OC2COC(c3ccccc3)OC12 (stereo unspecified)	2.0
O=C(COC(=O)c1ccc(Cl)nc1)Nc1ccc(Cl)cc1	36.0*
CCN(CC)CCSc1nc2c([nH]1)c(=S)n(C)c(=O)n2C	-3.1
CN1C[C@H]2CON(C)[C@H]2C[C@H]1c1cccc(-c2ccc(C#N)cc2)c1	-1.1
Cc1cccc(C)c1OCC(O)CNS(=O)(=O)c1ccccc1C(=O)N1CCOCC1 (stereo unspecified)	-10.2
CN(CCc1ccccc1)C(=O)c1ccc(NC(=O)Cc2ccc(NC(=O)C3CCCN(C(=O)C4CCCC4)C3)cc2)cc1 (stereo unspecified)	8.7
CC(C)CNC(=O)[C@@H]1CSC2c3ccccc3C(=O)N21 (stereo partly specified)	-3.5
COc1cc(C(=O)NCCCOC(C)C)ccc1OC1CCN(C(C)=O)CC1	3.0
CC(=O)N1CCN(S(=O)(=O)c2cccc(C(=O)OCc3ccc(C(C)(C)C)cc3)c2)CC1	24.3
O=C(c1ccco1)N1CCN(C(=O)c2ccco2)C1=S	-0.5
CCN(c1ccc(OC)cc1)S(=O)(=O)c1nnc(NC(=O)C(C)C)s1	0.9
COC(C[C@@H]1O[C@@H]1[C@@H](O)[C@H](C)OCc1ccccc1)OC	-7.6
Cc1cccc2cc(CN(CC3CCCO3)C(=O)c3cnccn3)c(=O)[nH]c12 (stereo unspecified)	1.1
Cc1ccc(S(=O)(=O)N(C)c2ccc(C(=O)N(C)Cc3nc4ccccc4c(=O)[nH]3)cc2)cc1	-0.8
CCCn1c(C)nc2c(c1=O)c1nc3ccccc3nc1n2-c1ccccc1	0.7
CCOC(=O)C1(CCC(=O)OCc2ccccc2)CCCCC1=O (stereo unspecified)	7.2
O=C(COC(=O)CNC(=O)c1ccc(Cl)cc1Cl)NC1CCCCC1	-7.6
CC(=O)c1ccc(NC(=O)CSc2nc3nn(-c4ccccc4)c(=O)c-3c3n2CCCCC3)cc1	1.4
COc1ccc2c(c1)CC(C(=O)Nc1ccc(Cl)cc1)/C(=N/O)O2 (stereo unspecified)	-4.5
CCOc1ccc(NC(=O)c2ccccc2NC(=O)CN2CCCCCC2)cc1	-6.5
CCOc1ccccc1NC(=O)NNC(=O)CCc1ccc(OC)cc1	1.4
O=S(=O)(O)C(c1ccccc1)C1(O)CCCCC1 (stereo unspecified)	3.0
COc1cc(/C=N/NC(=O)c2ccc(N)cc2)ccc1OC(=O)c1cccc(C)c1	-13.8
COc1ccc(-c2ccc(/C=N/NC(=O)c3cccnc3)o2)c([N+](=O)[O-])c1	-5.0
Cc1cc2c(cc1C)NC(=O)CC(c1ccccc1)=N2	4.5
COc1ccc(CCNC(=O)c2ccccc2NC(=O)CN2CCN(c3ccccc3O)CC2)cc1	7.0
Cc1noc(C)c1COc1ccc(C(=O)NCC(c2c(F)cccc2Cl)N(C)C)cc1 (stereo unspecified)	3.3
OC(CN(Cc1ccccc1)Cc1ccccc1)c1ccccc1 (stereo unspecified)	-1.7
CC(=O)Nc1ccc(Nc2nc3ccccc3nc2NS(=O)(=O)c2ccc(Cl)c([N+](=O)[O-])c2)cc1	52.0*
O=S(=O)(NC1Cc2ccccc2C1)c1ccccc1	4.4
CC(=O)CCc1ccc(OCC(=O)Nc2cccc(S(=O)(=O)N(C)c3ccccc3)c2)cc1	-3.1
CC1=C(C#N)C(=O)NC(=O)/C1=C\c1ccc(-c2ccc(C)cc2[N+](=O)[O-])o1	34.6*
CSc1ccccc1NC(=O)Nc1cccc2ccccc12	2.8
CN(CC(=O)Nc1cccc(F)c1)C(=O)c1cccc(S(=O)(=O)N2CCN(c3ccc(F)cc3)CC2)c1	-8.1
CS(=O)(=O)Nc1ccccc1C(=O)NCCSc1ccc(Cl)cc1	0.9

Given as labelled records: 3 of the compounds above
COc1ccc(-c2ccc(/C=N/NC(=O)c3cccnc3)o2)c([N+](=O)[O-])c1
  PAFAH2 FP inh = -5.0
Cc1cc2c(cc1C)NC(=O)CC(c1ccccc1)=N2
  PAFAH2 FP inh = 4.5
COc1ccc(CCNC(=O)c2ccccc2NC(=O)CN2CCN(c3ccccc3O)CC2)cc1
  PAFAH2 FP inh = 7.0

(cont.)
SMILES	PAFAH2 FP inh
CCn1c(SCc2ccccc2Cl)nc2nc3c(cc2c1=O)CCCC3	-9.5
CCOC(=O)C1CCC(=O)C1 (stereo unspecified)	-2.9
COc1ccc(NS(=O)(=O)N2CCCCC2)cc1	-1.9
Cc1cc(C)nc(SCC(=O)N/N=C/c2ccc3c(c2)OCO3)n1	-3.6
Cc1ccccc1N(C(=O)c1snc(C(N)=O)c1N)C(C(=O)NC1CCCC1)c1ccco1 (stereo unspecified)	-2.5
CCCCC1SC(N)=NC1=O (stereo unspecified)	-7.3
Cc1ccc2c(c1)c(/C=C/c1cc[n+](C)cc1)c(C)n2C	-3.4
CN(C(=O)COc1ccccc1C(=O)NCc1ccccc1)C1CCS(=O)(=O)C1 (stereo unspecified)	8.3
CC(=O)c1ccc(N2CCN(C(=O)c3ccccc3SCC(=O)NCc3ccco3)CC2)c(F)c1	-1.2
COc1ccc([N+](=O)[O-])c(O)c1C(C)=O	-2.5
Nc1nc(NCCOCCO)nc(N2CCCCCC2)c1[N+](=O)[O-]	0.2
Cc1c(CC(=O)O)c(=O)oc2c(C)c(OCc3ccccc3)ccc12	3.6
CCOC(=O)COc1ccccc1/C=N\NC(=O)c1cc2c(ccc3ccccc32)o1	-69.0
Cc1cccc(-c2nnc(-c3cccc4ccccc34)o2)c1	-5.8
CNS(=O)(=O)c1ccc(CNC[C@H]2O[C@@H](n3cnc(C(N)=O)n3)[C@H](O)[C@@H]2O)cc1	3.1
Cc1oc2c(c(C)cc3oc(=O)c(CC(=O)N[C@H](C(=O)O)C(C)C)c(C)c32)c1C	1.1
COc1cc2c(cc1OC)C(c1cccc(Br)c1)CC(=O)N2 (stereo unspecified)	-0.9
CCOc1ccc(CCN2C(=S)N([C@@H](CC(C)C)CN3CCCC3CN3C(=S)NC[C@@H]3CC(C)C)C[C@@H]2Cc2ccc(O)cc2)cc1 (stereo partly specified)	-13.9
Cc1ccc(S(=O)C(c2ccccc2)c2ccccc2)cc1 (stereo unspecified)	-4.0
COc1cccc(C(=O)NCC2CCCN(C3CCCCC3)C2)c1OC (stereo unspecified)	-0.9
Cc1ccc(NC(=O)Nc2nc3ccc(S(C)(=O)=O)cc3s2)cc1	-8.8
C[C@H](O)[C@@H]1C(=O)N2CCc3ccc(N4CCN(C)CC4)cc3[C@@H]2C[C@@H]1N(C)C(=O)Nc1cc(Cl)cc(Cl)c1	3.3
O=C1OCc2ccc([N+](=O)[O-])cc21	-5.4
CCOC(=O)C(C#N)=CN1CCNc2ccccc21	5.1
COc1ccc2nc3n(c(=O)c2c1)-c1ccc(Cl)cc1C(=O)NC3Cc1ccc(O)cc1 (stereo unspecified)	-14.1
COc1cc(C(=O)Nc2ccc(NC(=O)C3CCCCC3)nc2)cc(OC)c1OC	-1.6
Oc1ccc(-c2nc3ccccc3nc2-c2ccc(O)cc2O)c(O)c1	-3.4
O=C(O)c1cc(N=Cc2c(O)c3ccccc3oc2=O)ccc1O	2.6
Cc1cccc(C)c1-c1ccc(CN2C(CC(C)C)C(=O)N(Cc3cn(CCO)nn3)CCS2(=O)=O)cc1 (stereo unspecified)	8.2
CC1CCCC(NC(=O)CN2C(=O)NC(c3ccccc3)(c3ccccc3)C2=O)C1C (stereo unspecified)	4.5
C1CC(=NN=C2CCSCC2)CCS1	3.8
Cc1cccc(NC(=O)NNC(=O)c2ccc3ccccc3c2O)c1	-5.8
CC1CN(C(C)C)C(=S)N(c2ccccc2)C1=O (stereo unspecified)	-5.5
CC(=NNc1nc2ccccc2o1)c1ncccn1	-1.8
CCc1nc2cccnc2n1-c1ccc(C(=O)O)cc1	13.4
NC(=O)C(C1=CCCCC1)c1ccccc1 (stereo unspecified)	13.5
CNC(=O)NC(=O)CSc1nc(-c2cccs2)c(C#N)c(=O)[nH]1	4.4
COc1ccc(Cc2nnc(NC(=O)c3ccccc3)s2)cc1OC	7.1
O=C(Nc1ccc2c(c1)OCCO2)c1cccc(Br)c1	0.3
CC1(c2ccc3c(c2)OCO3)NC(=O)N(CC(=O)Nc2ccccc2[N+](=O)[O-])C1=O (stereo unspecified)	5.3
COc1ccc(-n2c(-c3ccc(Cl)cc3Cl)n[nH]c2=S)c(OC)c1	0.2
CC(=O)Nc1cccc(NC(=O)c2sc3ncn(CC(=O)N4CCCCC4)c(=O)c3c2C)c1	0.8
CCC(=O)c1ccc(OC)c(OC)c1OCc1ccccc1	2.1
O=[N+]([O-])c1ccc(Nc2cccc3c2[nH]c2c(-c4ccccc4)nccc23)c([N+](=O)[O-])c1	-2.1
Cc1cc(C)cc(N2C(=O)C=CC2=O)c1	1.4
CCN(C(=O)COC(=O)c1c(C)nn(-c2ccccc2)c1Cl)c1c(N)n(Cc2ccccc2)c(=O)[nH]c1=O	3.5
O=C(CN1CCN(Cc2ccccc2)CC1)Nc1ccc(F)c(F)c1	-1.6
Cc1ccccc1C1CC(=O)c2ccccc2C1C (stereo unspecified)	-2.3
O=C(COc1nc2ccccc2nc1N1CCOCC1)N1CCc2ccccc21	6.3
O=C(c1cccnc1)N(Cc1ccccc1)C(=O)c1cccnc1	3.9
COCC(=O)OCC(=O)Nc1cc([N+](=O)[O-])ccc1Cl	-6.1
O=C(NCCCCc1ccccc1)c1cccc(NC(=O)c2ccccc2)c1	-5.2
Cc1ccc(CN2CC(C(=O)Nc3ncc(C)s3)CC2=O)cc1 (stereo unspecified)	1.1
COc1cc(C(=O)c2ccc3c(c2)OCO3)cc(OC)c1OC	4.7
CCCCn1c(SCC(=O)c2c(N)n(C3CC3)c(=O)[nH]c2=O)nc2cc(S(N)(=O)=O)ccc21	2.2
O=C(CSc1ccc2ccccc2n1)N/N=C/c1ccccc1O	6.4
O=C1NCC(Nc2ccc(Cl)cc2)C(=O)N1 (stereo unspecified)	-6.0
COc1ccc(-n2cnc3c(N)nc(N)nc32)cc1	0.6
O=C(NN=Cc1ccc([N+](=O)[O-])cc1)C1CC1	-2.6
CC(=O)c1ccc(NC(=O)CCc2c(C)nc3ncnn3c2C)cc1	-13.2

Next records follow:
SMILES	PAFAH2 FP inh
O=C(COC(=O)CC1CCCC1)Nc1ccc(Cl)cc1	80.0*
CCCCCCn1c(COc2ccccc2F)nnc1SCC(=O)NC1CCS(=O)(=O)C1 (stereo unspecified)	-0.2
CN(C(=O)c1ccc(NC(=O)Cc2ccc(NC(=O)C3CCCN(S(=O)(=O)c4cccc([N+](=O)[O-])c4)C3)cc2)cc1)C1CCCC1 (stereo unspecified)	-12.2
CCN1CCC(O)(/C=C/c2ccc(C(C)C)cc2)C(C(=O)/C=C/c2ccc(C(C)C)cc2)C1 (stereo unspecified)	-0.8
O=C(Cc1nc2ccccc2[nH]c1=O)c1ccccc1	-3.1
C=CCn1c(C23CC4CC(CC(C4)C2)C3)n[nH]c1=S	5.2
CC(=O)Nc1cc2c(c([N+](=O)[O-])c1C)C(C)(C)CC2(C)C	-0.3
CN(C(=O)c1cccc(NC(=O)Cc2ccc(NC(=O)C3CCN(C(=O)C4CC4)CC3)cc2)c1)C1CCC1	3.6
O=C(CN(Cc1ccccc1Cl)S(=O)(=O)c1ccc(Cl)cc1)N/N=C/c1ccc(C(=O)O)cc1	7.0
CCN(CC)Cc1cc(O)c(CN(CC)CC)cc1O	16.5
COc1ccc(S(=O)(=O)N2CCc3ccccc32)cc1C(=O)NCc1ccco1	3.5
CC[C@]12C(=O)N(C)C[C@H]([C@@H]3C(=O)N(Cc4ccccc4)C(=O)[C@@H]31)N2C(=O)c1ccccc1	-2.4
CCC(=O)Nc1ccccc1-c1nc2ccccc2[nH]c1=O	2.7
Cc1cc2nc(-c3ccc(SCC(=O)Nc4nccs4)nc3)[nH]c2cc1C	-27.9
CCOC(=O)c1[nH]c2ccc(F)cc2c1NC(=O)c1ccccc1C(=O)O	-5.7
Cc1ccc(S(=O)(=O)N2CCCCC2)cc1NC(=O)c1nn(C)c(=O)c2ccccc12	-0.9
Cc1[nH]n(C(N)=S)c(=O)c1N=Nc1ccc([N+](=O)[O-])cc1Cl	26.6
O=C1C(=O)c2c(ccc3ccccc23)-c2ccccc21	29.3
CC(Sc1ncccn1)C(=O)Nc1ccc2c(c1)OCCO2 (stereo unspecified)	4.4
Cc1ccccc1Cn1c(=O)c2c(nc3n2CCN3Cc2ccco2)n(C)c1=O	5.0
CC(=O)Nc1cccc(C(=O)OCC(=O)N(c2ccccc2)C2CCS(=O)(=O)C2)c1 (stereo unspecified)	2.9
CCN1/C(=C/c2ccc3cc(C)ccc3[n+]2C)Sc2ccc3sccc3c21	0.5

Part of the list above in order of length of the SMILES, high to low.
SMILES	PAFAH2 FP inh
Cc1[nH]n(C(N)=S)c(=O)c1N=Nc1ccc([N+](=O)[O-])cc1Cl	26.6
Cc1ccccc1Cn1c(=O)c2c(nc3n2CCN3Cc2ccco2)n(C)c1=O	5.0
COc1ccc2c(c1)CC(C(=O)Nc1ccc(Cl)cc1)/C(=N/O)O2 (stereo unspecified)	-4.5
Oc1ccc(-c2nc3ccccc3nc2-c2ccc(O)cc2O)c(O)c1	-3.4
CS(=O)(=O)Nc1ccccc1C(=O)NCCSc1ccc(Cl)cc1	0.9

Source: PubChem BioAssay (The Scripps Research Institute Molecular Screening Center)
